RGS7-Gao reg = modulates binding of RGS7 to human Galphao; AID 1439; Multiplexed bead flow cytometry; actives lie on both sides; binding response (% of control), % at 10 µM; 220,000 compounds, 0.35% hits; in the data active = binding response below about 49% or above about 150%; inconclusive = no clear call, values can overlap the other calls; inactive = in between;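 note: fluorescent Galphao held in activated GDP-AlF4 state binding bead-coupled RGS7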
Target sequence (P09471 whole entry, looked up): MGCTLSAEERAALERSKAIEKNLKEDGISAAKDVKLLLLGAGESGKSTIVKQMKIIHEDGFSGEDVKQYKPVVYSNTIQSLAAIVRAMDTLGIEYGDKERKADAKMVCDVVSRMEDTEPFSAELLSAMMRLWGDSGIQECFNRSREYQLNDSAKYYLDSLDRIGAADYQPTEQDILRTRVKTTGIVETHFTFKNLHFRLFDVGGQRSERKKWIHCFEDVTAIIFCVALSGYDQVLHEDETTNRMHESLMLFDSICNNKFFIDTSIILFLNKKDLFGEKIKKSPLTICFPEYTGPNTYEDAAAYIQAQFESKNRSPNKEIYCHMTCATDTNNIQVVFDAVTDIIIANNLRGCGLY
Mcl1-Bid inh = disrupts binding of human Mcl-1 to Bid peptide | Q07820 | TR-FRET Mcl-1/Bid-Dy647 peptide binding, 1536-well | inhibition, % at 21.7 µM | 220,000 compounds, 0.97% hits;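 active = compounds that cut the binding signal by more than half at the single screening dose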;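 note: His-tagged Mcl-1 with europium anti-His antibody binding Bid BH3 peptide; 0% = Mcl-1 plus peptide wells and 100% = peptide-only wells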
Target sequence (Q07820 whole entry, looked up): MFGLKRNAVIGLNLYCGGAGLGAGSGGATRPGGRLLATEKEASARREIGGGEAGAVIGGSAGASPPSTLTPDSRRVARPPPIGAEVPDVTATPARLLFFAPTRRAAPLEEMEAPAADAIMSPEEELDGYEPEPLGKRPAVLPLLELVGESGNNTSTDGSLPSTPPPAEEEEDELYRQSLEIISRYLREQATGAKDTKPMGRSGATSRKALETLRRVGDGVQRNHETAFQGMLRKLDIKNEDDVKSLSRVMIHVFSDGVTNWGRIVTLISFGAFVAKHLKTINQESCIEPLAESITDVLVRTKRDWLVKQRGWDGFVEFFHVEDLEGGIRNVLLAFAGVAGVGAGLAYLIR
ABCG2 inh = inhibitors of human ABCG2 transporter, ABCB1 counter-screen. 190,000 compounds, 0.1% hits. AID 1325. inhibition, % at 6.6 µM. Q9UNQ0. IgMXP3 cells, JC-1 efflux, flow cytometry;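 active = inhibition above 80%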;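 note: 0% = DMSO and 100% = nicardipine control wells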
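Measure – % inhibition of efflux relative to nicardipine and DMSO · Test system – ABCG2 IgMXP3 and barcoded ABCB1 CCRF-Adr cell mix · Control set – nicardipine as high control, DMSO as low control · Compound – one concentration, 6.6 µM final · Signal – flow cytometry of retained JC-1 fluorescence · Timing – 10 min exposure at 25 °C with rotation, no wash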
GSH bead fluor = GSH bead compound fluorescence profile | 190,000 compounds, 0.25% hits | fluorescence (KMESF) at 10 µM | GSH beads flow cytometry, compound fluorescence 488/530 nm; active compounds read high; in the data active = fluorescence above about 89;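 note: glutathione beads carrying GST-tagged Bcl family fusion proteins plus one bare bead set; values are compound well signal with DMSO vehicle wells as background; inactives centre near 16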
ABCB1 inh = blocks JC-1 efflux by human ABCB1 transporter | AID 1326 | CCRF-Adr cells, flow cytometry | 190,000 compounds, 0.067% hits | inhibition, % at 6.6 µM; in the data active = inhibition above about 40%;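 note: 0% = vehicle and 100% = reference inhibitor; higher value means more JC-1 retained so stronger ABCB1 efflux block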
Avidin fluor = compound fluoresces at 488/530 nm on avidin beads; compound fluorescence 488/530 nm, flow cytometry; active compounds read high; fluorescence (KMESF) at 10 µM; 220,000 compounds, 0.38% hits; AID 1775; in the data active = fluorescence above about 47; note: inactives centre near 10
RGS4-Gao reg = modulates binding of RGS4 to human Galphao. P09471. Multiplexed bead flow cytometry; actives lie on both sides. binding response (% of control), % at 10 µM. 220,000 compounds, 0.33% hits. AID 1415; in the data active = binding response below about 49% or above about 150%; inactive = in between;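 note: fluorescent Galphao activated with aluminum fluoride binding bead-coupled RGS4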
Mcl-1 Bim block = disrupts Bim peptide binding to human Mcl-1. Q07820. 190,000 compounds, 0.1% hits. inhibition, % at 10 µM. Bead-based flow cytometry, Bim peptide-Mcl-1 binding; in the data active = inhibition above about 40%;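 note: 0% = no compound tracer wells and 100% = peptide blocker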
RGS8-Gao = regulators of human RGS8-Galphao interaction; P09471; multiplexed bead flow cytometry, RGS8-Galphao binding; actives lie on both sides; response (percent of control binding), % at 10 µM; 220,000 compounds, 0.34% hits; AID 1423; in the data active = response below about 60% or above about 140%; inactive = in between;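 note: Galphao activated as the GDP aluminium fluoride complex binding bead-coupled RGS8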
Pf gametocyte = inhibitors of late stage P. falciparum gametocyte viability; P. falciparum stage V gametocytes, ATP luminescence, 24 h; inhibition, % at 10.9 µM; AID 743093; 150,000 compounds, 0.065% hits;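 active = inhibition above the mean plus 3 SD of compounds within the control limits, set per campaign, cut at about 38% in these data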;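 note: 0% = DMSO wells and 100% = medium only without gametocytes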
Mcl1-Noxa inh = Mcl-1/Noxa interaction inhibition; Q07820; TR-FRET Mcl-1/Noxa peptide binding, 2 h; inhibition, % at 21.7 µM; 220,000 compounds, 1.5% hits;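 active = compounds that cut the protein-peptide binding signal by more than 50% relative to plate controls in a single-dose test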;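 note: His-tagged Mcl-1 with rhodamine Noxa BH3 peptide and terbium anti-His antibody; 0% = Mcl-1 plus Noxa peptide wells and 100% = peptide-only wells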
Active calls of the source: *. Rows were taken by chance; 3.3% or so of the library scored in one or more.

For Cc1cc(-c2csc(N)n2)c(C)n1Cc1ccco1 the results were RGS7-Gao reg inconclusive, Mcl1-Bid inh -93, ABCG2 inh 2, GSH bead fluor 19, ABCB1 inh 0.3, Avidin fluor 10, RGS4-Gao reg 97, Mcl-1 Bim block -1, RGS8-Gao 100, Pf gametocyte -5 and Mcl1-Noxa inh 16.
`Cc1nccn1CCC(=O)Nc1ccc(Cl)cc1` gave RGS7-Gao reg 100, Mcl1-Bid inh -3, ABCG2 inh -1, GSH bead fluor 20, ABCB1 inh -0.1, Avidin fluor 10, RGS4-Gao reg 99, Mcl-1 Bim block 3, RGS8-Gao 102, Pf gametocyte 20 and Mcl1-Noxa inh -4.
For CCCCN(C)C(=O)c1sc2ncn(CC)c(=O)c2c1C the results were RGS7-Gao reg 100, Mcl1-Bid inh -14, ABCG2 inh 2, GSH bead fluor 11, ABCB1 inh 0.4, Avidin fluor 7, RGS4-Gao reg 100, Mcl-1 Bim block -1, RGS8-Gao 101 and Mcl1-Noxa inh 5.
Screening COc1ccccc1C(=O)Nc1ccc(Cc2ccncc2)cc1 returned RGS7-Gao reg 101, Mcl1-Bid inh 0, ABCG2 inh 6, GSH bead fluor 9, ABCB1 inh -1.2, Avidin fluor 6, RGS4-Gao reg 98, Mcl-1 Bim block -5, RGS8-Gao 100, Pf gametocyte 20 and Mcl1-Noxa inh 23.
Screening Nc1nc(SCC(=O)N2CCCc3ccccc32)n(-c2ccccc2)n1 returned RGS7-Gao reg 102, Mcl1-Bid inh -17, ABCG2 inh 2, GSH bead fluor 28, ABCB1 inh 0.5, Avidin fluor 8, RGS4-Gao reg 102, Mcl-1 Bim block 1, RGS8-Gao 102 and Mcl1-Noxa inh 7.
For N#Cc1cc(C(=O)c2ccccc2OCC(=O)Nc2ccccc2Cl)cn(C2CCCCC2)c1=O the results were RGS7-Gao reg 99, Mcl1-Bid inh 10, ABCG2 inh 9, GSH bead fluor 9, ABCB1 inh 20, Avidin fluor 14, RGS4-Gao reg 102, Mcl-1 Bim block -1, RGS8-Gao 101, Pf gametocyte -8 and Mcl1-Noxa inh -38.
`Cc1ccc(NC(=O)C2CCN(S(=O)(=O)c3c(C)noc3C)CC2)cc1C` gave RGS7-Gao reg 98, Mcl1-Bid inh -7, ABCG2 inh 6, GSH bead fluor 67, ABCB1 inh 0.2, Avidin fluor 8, RGS4-Gao reg 101, Mcl-1 Bim block -2, RGS8-Gao 99, Pf gametocyte 27 and Mcl1-Noxa inh -1.
For Cc1nc(-c2ccc(S(=O)(=O)Oc3ccccc3Cl)s2)cs1 the results were RGS7-Gao reg inconclusive, Mcl1-Bid inh -8, Avidin fluor 6, RGS4-Gao reg 95, RGS8-Gao 100, Pf gametocyte -42 and Mcl1-Noxa inh 3.
`C=CCn1c(N)c(C(=O)NCCC2=CCCCC2)sc1=S` gave RGS7-Gao reg 109, Mcl1-Bid inh -24, ABCG2 inh 3, GSH bead fluor 18, ABCB1 inh 0.1, Avidin fluor 10, RGS4-Gao reg 100, Mcl-1 Bim block -9, RGS8-Gao 92 and Mcl1-Noxa inh 0.
For COc1ccc(N2C(=O)C3C(C2=O)C2C=CC3C23CC3)c([N+](=O)[O-])c1 (centres undefined) the results were RGS7-Gao reg 95, Mcl1-Bid inh 2, ABCG2 inh 0, GSH bead fluor 14, ABCB1 inh 0.1, Avidin fluor 9, RGS4-Gao reg 99, Mcl-1 Bim block 0, RGS8-Gao 101, Pf gametocyte 4 and Mcl1-Noxa inh -6.
For Cn1c(Cn2c(=O)sc3ccccc32)nnc1SCC(=O)N1CCCc2ccccc21 the results were RGS7-Gao reg 98, Mcl1-Bid inh 0, ABCG2 inh 1, GSH bead fluor 16, ABCB1 inh 0.3, Avidin fluor 23, RGS4-Gao reg 97, Mcl-1 Bim block -6, RGS8-Gao 96 and Mcl1-Noxa inh 1.
`CN(C)C(=O)CSc1nnc(NC(=O)CCc2ccccc2)s1` gave RGS7-Gao reg inconclusive, Mcl1-Bid inh -26, Avidin fluor 6, RGS4-Gao reg 101, RGS8-Gao 103, Pf gametocyte 7 and Mcl1-Noxa inh -5.
For O=C(Nc1ccc(Cl)c(Cl)c1)N1CCC(N2CCCCC2)CC1 the results were RGS7-Gao reg 99, Mcl1-Bid inh -36, ABCG2 inh 0, GSH bead fluor 53, ABCB1 inh -0.1, Avidin fluor 21, RGS4-Gao reg 102, Mcl-1 Bim block 2, RGS8-Gao 99 and Mcl1-Noxa inh -12.
`Cc1ccc(NC(=O)CSCc2ccc(F)cc2)cc1` gave RGS7-Gao reg 99, Mcl1-Bid inh -10, ABCG2 inh 2, GSH bead fluor 10, ABCB1 inh 0.2, Avidin fluor 3, RGS4-Gao reg 99, Mcl-1 Bim block -7, RGS8-Gao 102, Pf gametocyte -10 and Mcl1-Noxa inh -3.
Screening O=C(Cn1nnc(-c2ccccc2)n1)NCc1ccccc1 returned RGS7-Gao reg 101, Mcl1-Bid inh -2, ABCG2 inh 3, GSH bead fluor 17, ABCB1 inh 1.0, Avidin fluor 12, RGS4-Gao reg 99, Mcl-1 Bim block -3, RGS8-Gao 99 and Mcl1-Noxa inh -35.
For C/C(=N\NC(=O)CNC(=O)C(c1ccccc1)c1ccccc1)c1ccc(C(C)(C)C)cc1 the results were RGS7-Gao reg 108, Mcl1-Bid inh -13, ABCG2 inh 2, GSH bead fluor 15, ABCB1 inh 0.1, Avidin fluor 9, RGS4-Gao reg 107, Mcl-1 Bim block -2, RGS8-Gao 94, Pf gametocyte 3 and Mcl1-Noxa inh 13.
C/C(=N\NC(=O)CN1CCN(S(=O)(=O)c2ccc(C)cc2)CC1)c1ccc(O)cc1 was read as RGS7-Gao reg inconclusive, Mcl1-Bid inh -64, Avidin fluor 8, RGS4-Gao reg 104, RGS8-Gao 105, Pf gametocyte 23 and Mcl1-Noxa inh 7.
Cc1cc2ccccc2nc1SCC(=O)NC1CCCC1 was read as RGS7-Gao reg 103, Mcl1-Bid inh 3, ABCG2 inh 5, GSH bead fluor 14, ABCB1 inh -0.7, Avidin fluor 15, RGS4-Gao reg 107, Mcl-1 Bim block -2, RGS8-Gao 102, Pf gametocyte -27 and Mcl1-Noxa inh 14.
CCn1c(CNc2ccc(F)cc2)nnc1SCC(=O)Nc1ccccc1OC was read as RGS7-Gao reg 100, Mcl1-Bid inh -33, ABCG2 inh 9, GSH bead fluor 29, ABCB1 inh -0.1, Avidin fluor 5, RGS4-Gao reg 100, Mcl-1 Bim block 0, RGS8-Gao 100 and Mcl1-Noxa inh 4.
Screening Cc1ccccc1-c1cc(=O)c2c(O)cccc2o1 returned RGS7-Gao reg inconclusive, Mcl1-Bid inh -6, Avidin fluor 9, RGS4-Gao reg 97, RGS8-Gao 100, Pf gametocyte 17 and Mcl1-Noxa inh 6.
For O=C1CCCc2c1nc(-c1ccc(F)cc1)n2O the results were RGS7-Gao reg inconclusive, Mcl1-Bid inh 13, Avidin fluor 5, RGS4-Gao reg 102, RGS8-Gao 100, Pf gametocyte -12 and Mcl1-Noxa inh 9.
Screening Cc1ccc(OCC(=O)NCC2CCCO2)c(C)c1 (centres undefined) returned RGS7-Gao reg 100, Mcl1-Bid inh -31, ABCG2 inh -1, GSH bead fluor 25, ABCB1 inh 0.1, Avidin fluor 11, RGS4-Gao reg 100, Mcl-1 Bim block -2, RGS8-Gao 101, Pf gametocyte 17 and Mcl1-Noxa inh -8.
For CCOCCOC(=O)C(C)Oc1ccc(Oc2ncc(Cl)cc2Cl)cc1 (centres undefined) the results were RGS7-Gao reg 100, Mcl1-Bid inh 1, ABCG2 inh 19, GSH bead fluor 11, ABCB1 inh 1.0, Avidin fluor 12, RGS4-Gao reg 102, Mcl-1 Bim block -4, RGS8-Gao 103, Pf gametocyte 5 and Mcl1-Noxa inh -5.
`O=C(NN=C1CCCC1)c1ccn[nH]1` gave RGS7-Gao reg 98, Mcl1-Bid inh -13, ABCG2 inh 3, GSH bead fluor 3, ABCB1 inh 0.3, Avidin fluor 13, RGS4-Gao reg 99, Mcl-1 Bim block 1, RGS8-Gao 98, Pf gametocyte 4 and Mcl1-Noxa inh -3.
`CC(C)(C)NS(=O)(=O)c1cc(C(=O)O)ccc1Cl` gave RGS7-Gao reg 95, Mcl1-Bid inh 0, ABCG2 inh 4, GSH bead fluor 12, ABCB1 inh 1.2, Avidin fluor 20, RGS4-Gao reg 95, Mcl-1 Bim block -1, RGS8-Gao 97 and Mcl1-Noxa inh 22.
O=C(NC(NCc1ccccn1)(C(F)(F)F)C(F)(F)F)c1ccco1 was read as RGS7-Gao reg 97, Mcl1-Bid inh -14, ABCG2 inh 1, GSH bead fluor 16, ABCB1 inh 0.4, Avidin fluor 17, RGS4-Gao reg 99, Mcl-1 Bim block 0, RGS8-Gao 102 and Mcl1-Noxa inh -24.
`CC(=O)C1=C(O)C(=O)N(CCc2c[nH]c3ccccc23)C1c1ccc(O)cc1` (centres undefined) gave RGS7-Gao reg 100, Mcl1-Bid inh -51, ABCG2 inh 0, GSH bead fluor 14, ABCB1 inh 0.0, Avidin fluor 36, RGS4-Gao reg 103, Mcl-1 Bim block -2, RGS8-Gao 100, Pf gametocyte -31 and Mcl1-Noxa inh 2.
Screening CCOc1ccc(C(=O)Nc2ccc(-c3nc4ccccc4[nH]3)cc2)cc1[N+](=O)[O-] returned RGS7-Gao reg 98, Mcl1-Bid inh 55*, ABCG2 inh 2, GSH bead fluor 19, ABCB1 inh -0.3, Avidin fluor 13, RGS4-Gao reg 96, Mcl-1 Bim block -7, RGS8-Gao 101 and Mcl1-Noxa inh 58*.
Screening CC(C)CN=c1cc(-c2ccccc2)oc2ccc(Cl)cc12 returned RGS7-Gao reg 105, Mcl1-Bid inh 1, ABCG2 inh 2, GSH bead fluor 23, ABCB1 inh 0.5, Avidin fluor 5, RGS4-Gao reg 101, Mcl-1 Bim block 0, RGS8-Gao 104 and Mcl1-Noxa inh -2.
CCOC(=O)CSc1nc2cc(C(F)(F)F)cnc2n1C was read as RGS7-Gao reg inconclusive, Mcl1-Bid inh -20, Avidin fluor 7, RGS4-Gao reg 104, RGS8-Gao 102, Pf gametocyte 8 and Mcl1-Noxa inh -3.
Screening CC(C)(C)n1nnnc1SCC(=O)Nc1nn(-c2ccccc2)nc1C(N)=O returned RGS7-Gao reg 98, Mcl1-Bid inh -22, ABCG2 inh 1, GSH bead fluor 7, ABCB1 inh 0.6, Avidin fluor 20, RGS4-Gao reg 99, Mcl-1 Bim block 0, RGS8-Gao 102, Pf gametocyte 10 and Mcl1-Noxa inh 17.
`Cc1cc(C)c(NC(=O)C2CCCCN2C)c(C)c1` (centres undefined) gave RGS7-Gao reg 101, Mcl1-Bid inh 7, ABCG2 inh 4, GSH bead fluor 16, ABCB1 inh 1.3, Avidin fluor 7, RGS4-Gao reg 101, Mcl-1 Bim block 0, RGS8-Gao 102 and Mcl1-Noxa inh 10.

Screens as filed in PubChem.
